KCNQ2 block – KCNQ2 channel blockers in CHO-K1 cells – cell-based, FluxOR thallium flux, B-score, primary screen (AID 2156). 20 min; hits give low values. B-score at 10 µM. 1.1% of 310,000 active;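 active = fluorescence ratio B-score at most minus 3 library SDs, with starting brightness B-score within 2 library SDs, cut at about -5.5 in these data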
CHT inh – human CHT choline transport inhibition | Q9GZV3 | AID 488975 | 0.86% of 310,000 active | B-score at 10 µM | CHT-expressing cells, membrane potential dye, choline response; hits give low values;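 active = B-score over 3 SD under the library average, and starting fluorescence ratio not unusually high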;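 also: choline stimulus applied at its EC90 after an EC20 pre-addition; B-score computed on integrated fluorescence ratio after choline addition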
Target sequence (Q9GZV3 whole entry, looked up): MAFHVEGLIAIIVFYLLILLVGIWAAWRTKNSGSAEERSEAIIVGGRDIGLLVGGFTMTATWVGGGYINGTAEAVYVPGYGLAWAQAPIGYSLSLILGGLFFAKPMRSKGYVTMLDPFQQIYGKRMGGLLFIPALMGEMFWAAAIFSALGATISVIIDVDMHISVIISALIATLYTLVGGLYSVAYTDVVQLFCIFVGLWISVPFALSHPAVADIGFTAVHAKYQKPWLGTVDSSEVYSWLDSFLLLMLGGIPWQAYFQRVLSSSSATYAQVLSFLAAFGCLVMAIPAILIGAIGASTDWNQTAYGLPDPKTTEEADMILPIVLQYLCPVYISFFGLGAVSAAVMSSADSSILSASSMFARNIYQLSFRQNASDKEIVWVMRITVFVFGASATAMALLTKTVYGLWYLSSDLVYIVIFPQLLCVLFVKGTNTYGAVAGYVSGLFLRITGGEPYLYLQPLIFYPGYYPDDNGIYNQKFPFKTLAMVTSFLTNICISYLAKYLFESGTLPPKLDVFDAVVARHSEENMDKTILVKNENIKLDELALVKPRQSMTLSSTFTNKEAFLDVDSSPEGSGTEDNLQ
* = called active by the depositor; i = inactive; . = no result given.

1) O=C(Nc1nnc(SCc2ccccn2)s1)C1CC(=O)N(c2ccccc2)C1 (configuration not stated)
2) NC1=NC(c2ccc(Br)cc2)n2c(nc3ccccc32)N1 (configuration not stated)
3) CC(C)[C@H](NC(=O)C1CC(=O)N(c2ccc3c(c2)OCCO3)C1)C(=O)NC1CCCC1 (some centres not stated)
4) COc1cc(NC(=O)COc2ccc3c(C)cc(=O)oc3c2C)cc(OC)c1OC
5) CC(/C=C/c1ccccc1)=N\NC(=O)Cn1cncn1
6) O=C(c1ccco1)N1N=C(c2ccc(Cl)cc2)CC1(O)C(F)(F)F (configuration not stated)
7) CCCN1C(=S)c2ccccc2C1c1ccccc1 (configuration not stated)
8) COc1ccccc1NC(=O)c1ccc(S(=O)(=O)N2CCOCC2)cc1
assay / entry | 1 | 2 | 3 | 4 | 5 | 6 | 7 | 8
KCNQ2 block | i | i | i | i | i | i | i | i
CHT inh | i | i | i | i | i | i | i | i

9) COc1ccc(C)cc1NC(=S)N1CCN(c2ncccn2)CC1
10) O=C(CCC(=O)c1ccc(Cl)cc1)OCc1nc2ccsc2c(=O)[nH]1
11) CC(C)(C)c1ccc(-c2nc(C#N)c(NCCCn3ccnc3)o2)cc1
12) CC(=O)c1ccccc1OCC(O)CN1CCN(CCN2C(=O)c3cccc4cccc(c34)C2=O)CC1 (configuration not stated)
13) Cc1cc2nnc(SCC(=O)NCc3ccco3)n2c2ccccc12
14) O=C1CS/C(=N\N=C\c2ccco2)N1c1ccccc1
15) COc1ccc(CCC(=O)Nc2nc3c(s2)CN(C)CC3)cc1OC
16) COc1ccc(OC)c(/C=N\NC(=O)c2cc3c(ccc4ccccc43)o2)c1
assay / entry | 9 | 10 | 11 | 12 | 13 | 14 | 15 | 16
KCNQ2 block | i | i | i | i | i | i | i | i
CHT inh | i | i | i | i | i | i | i | i

17) O=C(c1cccc(S(=O)(=O)NCCOc2ccccc2)c1)N1CCN(c2ncccn2)CC1
18) Cc1cccc(OCC(=O)N/N=C\c2cn(C)c3ccccc23)c1
19) CSc1ncnc2c1cnn2-c1ccc(C)cc1C
20) COCC(C)NCc1ccccc1C (configuration not stated)
21) CN(C)CCNC(=O)COc1ccc(Cl)cc1Cl
22) COC(=O)CC(CP(=O)(O)CN(C)C=O)C(=O)OC (configuration not stated)
23) CC(=O)N1CCC2(CC1)C/C(=N\NC(=S)Nc1ccc(C)cc1)c1cc(O)ccc1O2
24) CC(=O)Nc1nc(C)nc(C)c1C(C)=O
assay / entry | 17 | 18 | 19 | 20 | 21 | 22 | 23 | 24
KCNQ2 block | i | i | i | i | i | i | i | i
CHT inh | i | i | i | i | i | i | i | i

25) Cn1c(SCC(=O)Nc2cccc(S(=O)(=O)NC3=NCCCCC3)c2)nnc1-c1ccncc1
26) Cc1ccc(C)c(NC(=O)CCN2C(=O)[C@@H]3Cc4ccccc4CN3C2=O)c1
27) CCN1C(=O)c2ccccc2S(=O)(=O)c2ccc(C(=O)NCC(OC)OC)cc21
28) CC(C)CN(C(=O)COC(=O)C12CC3CC(CC(C3)C1)C2)c1c(N)n(Cc2ccccc2)c(=O)[nH]c1=O
29) CCn1nc(C)cc1C(=O)NC1CC(C)(C)Cc2c1cnn2-c1cccc(F)c1 (configuration not stated)
30) COC(=O)c1cc(=O)[nH]c(SCc2cccc(C)c2)n1
31) CCCOC(=O)/C=C/c1c(C)[nH]c(=O)[nH]c1=O
32) COc1ccc(OC)c(C2C(C(C)=O)=C(O)C(=O)N2c2ccc(F)cc2)c1 (configuration not stated)
assay / entry | 25 | 26 | 27 | 28 | 29 | 30 | 31 | 32
KCNQ2 block | i | i | i | i | i | i | i | i
CHT inh | i | i | i | i | i | i | i | i

In the list so far, these have a halogen.
2) NC1=NC(c2ccc(Br)cc2)n2c(nc3ccccc32)N1 (configuration not stated)
6) O=C(c1ccco1)N1N=C(c2ccc(Cl)cc2)CC1(O)C(F)(F)F (configuration not stated)
10) O=C(CCC(=O)c1ccc(Cl)cc1)OCc1nc2ccsc2c(=O)[nH]1
21) CN(C)CCNC(=O)COc1ccc(Cl)cc1Cl
29) CCn1nc(C)cc1C(=O)NC1CC(C)(C)Cc2c1cnn2-c1cccc(F)c1 (configuration not stated)
32) COc1ccc(OC)c(C2C(C(C)=O)=C(O)C(=O)N2c2ccc(F)cc2)c1 (configuration not stated)
assay / entry | 2 | 6 | 10 | 21 | 29 | 32
KCNQ2 block | i | i | i | i | i | i
CHT inh | i | i | i | i | i | i

Some of these compounds in order of heavy-atom count, high to low.
25) Cn1c(SCC(=O)Nc2cccc(S(=O)(=O)NC3=NCCCCC3)c2)nnc1-c1ccncc1
30) COC(=O)c1cc(=O)[nH]c(SCc2cccc(C)c2)n1
31) CCCOC(=O)/C=C/c1c(C)[nH]c(=O)[nH]c1=O
assay / entry | 25 | 30 | 31
KCNQ2 block | i | i | i
CHT inh | i | i | i

Other records.
33) COCc1c(C(=O)Nc2nc(C)cs2)oc2ccccc12
34) CN(C(=O)COC(=O)/C=C/c1ccc(C(F)(F)F)cc1)c1c(N)n(Cc2ccccc2)c(=O)[nH]c1=O
35) O=C(N/N=C/c1ccccc1Cl)c1cccc(F)c1
36) Cc1ccc(C(=O)N/C(=C/c2ccco2)C(=O)NCC2CCCO2)cc1 (configuration not stated)
37) NC(=O)C1CCN(C(=O)N2c3ccccc3Sc3ccccc32)CC1
38) CC1(C)OC2OC(C(=O)N/N=C/c3ccccc3F)C3OC(C)(C)OC3C2O1 (configuration not stated)
39) CCCCc1nc2n[nH]c(N)c2c2c1CCC2
40) COc1ccc(C(=O)Nc2ccc(S(=O)(=O)N3CCCCC3)cc2)cc1
assay / entry | 33 | 34 | 35 | 36 | 37 | 38 | 39 | 40
KCNQ2 block | i | i | i | i | i | i | . | i
CHT inh | i | i | i | i | i | i | i | i

41) CCc1nnc(NC(=O)c2ccc(NC(=O)C(C)C)cc2)s1
42) CC(=O)Nc1ccc(-c2nnc(SCC(=O)Nc3ccc4c(c3)oc3ccccc34)n2C)cc1
43) COC(=O)C1CCN(C(c2ccc(OC)c(OC)c2)c2sc3nc(C)nn3c2O)CC1 (configuration not stated)
44) COc1cccc(OCCOCCNCCO)c1
45) CC1=C(C(=O)Nc2ccccn2)C(c2ccc(Br)cc2)NC(=S)N1 (configuration not stated)
46) N#CCCN1CCNCC1
47) Cc1ccc(CCNC(=O)Cn2cccc2)cc1
48) CCC(Sc1nc2ccncc2[nH]1)C(=O)Nc1cc(Cl)ccc1C (configuration not stated)
assay / entry | 41 | 42 | 43 | 44 | 45 | 46 | 47 | 48
KCNQ2 block | i | i | i | i | i | i | i | i
CHT inh | i | i | i | i | i | i | i | -5.9*

Complete entries, looked up by structure.
N#CCCN1CCNCC1 is listed with KCNQ2 block = i; CHT inh = i
CCc1nnc(NC(=O)c2ccc(NC(=O)C(C)C)cc2)s1 is listed with KCNQ2 block = i; CHT inh = i

(next part)
49) CCN(CC(=O)Nc1c(F)cccc1F)C(=O)c1n[nH]c2ccccc12
50) CC(=O)Nc1ccc(NC(=O)COC(=O)C2c3ccccc3Oc3ccccc32)cc1
51) CC(=O)NNC(=O)CCn1nnc(-c2ccc(Cl)cc2)n1
52) Cn1c(=O)n(CCCOc2ccc(Cl)cc2)c2ccccc21
53) O=c1c2ccccc2ncn1CCCSc1ccc(Cl)cc1
54) Nc1nc2n(n1)C(c1cccs1)CC(c1ccccc1)N2 (configuration not stated)
55) Oc1ccc(/C=C/c2ccnc3ccccc23)cc1
56) Cc1onc(-c2ccc(Cl)cc2Cl)c1-c1csc(COc2ccccc2)n1
assay / entry | 49 | 50 | 51 | 52 | 53 | 54 | 55 | 56
KCNQ2 block | i | i | i | i | i | i | i | i
CHT inh | i | . | i | i | i | i | i | i

57) NNC(=O)c1csc(COc2cc(Cl)cc(Cl)c2)n1
58) CC(C)(C(=O)N[C@H](CO)c1ccccc1)C(=O)N[C@H](CO)c1ccccc1
59) CCCCCCCCCC(=O)N1CCN(c2cc3c(cc2F)c(=O)c(C(=O)O)cn3CC)CC1
60) COc1ccc(C2C(C(=O)Nc3ccccc3)=C(C)N=C3SCC(=O)N32)cc1 (configuration not stated)
61) COc1cccc(CC(NC(C)=O)C(=O)NC2CCN(S(=O)(=O)c3ccc(C)cc3)CC2)c1OC (configuration not stated)
62) O=C(N/N=C\c1cc2c(cc1Cl)OCO2)c1ccc(Br)s1
63) NC(N)=N/N=C/c1ccc(OCc2ccccc2Cl)cc1
64) C/C(=C1/SC(N2CC(C)OC(C)C2)=NC1=O)c1ccccc1 (configuration not stated)
assay / entry | 57 | 58 | 59 | 60 | 61 | 62 | 63 | 64
KCNQ2 block | i | i | i | i | i | i | -6.2* | i
CHT inh | i | i | i | i | i | i | i | i

A stretch of the results above, as a working copy:
63) NC(N)=N/N=C/c1ccc(OCc2ccccc2Cl)cc1
64) C/C(=C1/SC(N2CC(C)OC(C)C2)=NC1=O)c1ccccc1 (configuration not stated)
assay / entry | 63 | 64
KCNQ2 block | -6.2* | i
CHT inh | i | i

Next compounds follow.
65) COc1ccc(NS(=O)(=O)c2cccc(C(=O)NCc3ccco3)c2)cc1
66) C=CCOc1c(Br)cc(/C=N/NC(N)=O)cc1OC
67) COc1ccc(NC(=O)CC2C(=O)NCCN2C(=O)Nc2ccc(C(F)(F)F)cc2)cc1 (configuration not stated)
68) O=C(CSc1nnc(NC(=O)c2ccco2)s1)Nc1ccc2c(c1)OCCO2
69) C=CCNC(=O)c1onc(CSc2cccc3ccccc23)c1C(=O)O
70) O=C1Nc2ccc(S(=O)(=O)NCc3ccccn3)c3cccc1c23
71) O=C(Nc1sc2c(c1C(=O)O)CCC2)C(=O)N1CCOCC1
72) CCOc1cc(/C=N/NC(=O)CSc2cccc3cccnc23)ccc1O
assay / entry | 65 | 66 | 67 | 68 | 69 | 70 | 71 | 72
KCNQ2 block | i | i | i | i | i | i | i | i
CHT inh | i | i | i | i | i | . | i | i

73) COc1ccccc1N1CCN(S(=O)(=O)CCNC(=O)c2ccc(Br)o2)CC1
74) Cc1cc(O)c(/C=N/Nc2cccc(Cl)c2)c(=O)o1
75) CC(C)(C)c1ccc(C(=O)NCCOc2ccccc2)cc1
76) COc1ccc(-c2noc(C3CCCN(C(=O)c4ccccc4OC)C3)n2)cc1OC (configuration not stated)
77) COc1cc(OC)cc(C(=O)NNC(=O)Cc2ccc(OC)c(S(=O)(=O)N3CCOCC3)c2)c1
78) Cc1noc(NS(=O)(=O)c2ccc(NC(=O)CC(C)C)cc2)c1C
79) CCSC(=Nc1ccccc1)C1=C(O)COC1=O
80) O=C(NCCCN1CCOCC1)c1cn(-c2ccccc2)nc1-c1cccs1
assay / entry | 73 | 74 | 75 | 76 | 77 | 78 | 79 | 80
KCNQ2 block | i | . | i | i | i | i | i | i
CHT inh | i | i | i | i | i | i | i | i

81) O=[N+]([O-])c1ccc(S(=O)(=O)N2CCN(c3ccc(N4CCOCC4)nn3)CC2)cc1
82) O=C(CN(C(=O)c1csnn1)c1ccccc1Cl)NCCc1ccccc1
83) CN1C2=NCCN2C(=O)c2ccccc21
84) O=C(Cn1c(SCC(=O)N2CCc3ccccc3C2)nc2ccccc21)NC1CCCC1
85) COCCNC(=S)N(c1ccccc1)C(C)C
86) COc1ccccc1NC(=S)N(Cc1ccco1)Cc1cc2ccc(C)c(C)c2[nH]c1=O
87) CCOC(=O)c1nc(NCc2cccc(OC)c2)c2ccccc2n1
88) CCOc1ccc(CN2CCN(Cc3cccc4nonc34)CC2CCO)cc1 (configuration not stated)
89) CCC(=O)Nc1nc2ccc(S(C)(=O)=O)cc2s1
90) O=C(CCc1ccccc1)Nc1nncs1
91) CCC(C)NC(=O)C1CCN(C(=O)COc2ccc3c4c(c(=O)oc3c2C)CCCC4)CC1 (configuration not stated)
assay / entry | 81 | 82 | 83 | 84 | 85 | 86 | 87 | 88 | 89 | 90 | 91
KCNQ2 block | i | i | i | i | i | i | i | i | i | i | i
CHT inh | i | i | i | i | i | i | i | i | i | i | i

Assay outcomes from PubChem.
